# Screening data: PubChem, National Center for Advancing Translational Sciences (NCATS)
# DRD3 antagonist – blocks the human D3 dopamine receptor; D3R cells, DiscoveRx beta-arrestin luminescence, antagonist mode; active compounds read low; max response, negative = inhibition, %; hit rate 2.5% among 360,000; in the data active means max response below about -50%; inconclusive means no clear call, values can overlap the other calls; further: on the % scale 0 is the no-effect control and ±100 the full control effect; mostly tested at two doses, the higher about 12 µM
# Target sequence (P35462 whole entry, looked up): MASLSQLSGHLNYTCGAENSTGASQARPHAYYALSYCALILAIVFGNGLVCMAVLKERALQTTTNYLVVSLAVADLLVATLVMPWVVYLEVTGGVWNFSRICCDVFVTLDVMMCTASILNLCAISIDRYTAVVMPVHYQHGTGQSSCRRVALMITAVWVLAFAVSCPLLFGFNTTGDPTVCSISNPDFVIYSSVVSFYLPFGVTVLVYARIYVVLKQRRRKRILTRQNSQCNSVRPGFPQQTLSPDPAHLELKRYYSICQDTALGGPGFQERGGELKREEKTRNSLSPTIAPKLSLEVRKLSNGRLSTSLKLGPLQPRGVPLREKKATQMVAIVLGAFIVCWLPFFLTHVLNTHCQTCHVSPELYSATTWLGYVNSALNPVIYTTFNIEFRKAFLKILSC
#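 Cells plated overnight at 1500 cells/well, then exposed to library compounds with dopamine controls for 90 minutes at 37 degrees C. DiscoveRx reagent added for 30–60 minutes at room temperature; luminescence read, quantitative HTS format.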
# IL-1B inflam inh – blocks inflammasome-driven IL-1 beta release | activity change, % at 57.5 µM | hit rate 4.7% among 360,000 | THP-1 LPS/ATP IL-1B secretion, AlphaLISA, 16 h; active compounds read low; in the data active means activity change below about -50%; inconclusive means mostly about -30% to -49%; further: on the % scale 0 is the no-effect control and ±100 the full control effect
#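 THP-1 cells pretreated 1 hr with compounds (up to 57.5 uM final), then stimulated with LPS (250 ng/mL final) plus ATP (1.25 mM final); secreted IL-1B measured by AlphaLISA after 16 hr, decreased signal indicating inhibition.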
# DRD3 agonist – agonists of human D3 dopamine receptor; hit rate 0.58% among 410,000; D3R DiscoveRx beta-arrestin cells, luminescence, 90 min; P35462; AID 652048; max activation, %; in the data active means max activation above about 30%; further: 0% is about no effect; mostly tested at two doses, the higher about 12 µM
#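 Cells at 1500/well, incubated overnight, then treated with pinned compounds (dopamine as control) for 90 min at 37 degrees C. DiscoveRx reagent added for 30 - 60 minutes at room temperature; luminescence read.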
# KB-V1 cytotox – KB-V1 MDR subline cytotoxicity | KB-V1 MDR cells viability, CellTiter-Glo, 72 h | Potency, µM (top dose mostly 46.1 µM), for inactives: top-dose activity change, negative = cytotoxicity, usual class: cytotoxic | hit rate 3.4% among 400,000; further: potency means the concentration at half of the fitted maximal effect; on the % scale 0 is the no-effect control and ±100 the full control effect; nearly all actives have a fitted effect of over 60% in size
#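 In this primary screen, KB-V1 cells overexpressing P-gp are incubated with library compounds (lowest to highest concentration) for 72 h at 37 degrees C before a luminescent ATP viability read.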
# GLP-1R agonist – agonists of human GLP-1 receptor; hit rate 0.007% among 380,000; Potency, µM (doses to about 45.6 µM), inactives show at the top dose activation, actives largely listed as activators; HEK293 GLP-1R CRE-luciferase, luminescence, 4-6 h; cells express a hypersensitive GLP-1R form; P43220; AID 624172; further: potency means the concentration at half of the fitted maximal effect; % of control where 0% means no effect
# Target sequence (P43220 whole entry, looked up): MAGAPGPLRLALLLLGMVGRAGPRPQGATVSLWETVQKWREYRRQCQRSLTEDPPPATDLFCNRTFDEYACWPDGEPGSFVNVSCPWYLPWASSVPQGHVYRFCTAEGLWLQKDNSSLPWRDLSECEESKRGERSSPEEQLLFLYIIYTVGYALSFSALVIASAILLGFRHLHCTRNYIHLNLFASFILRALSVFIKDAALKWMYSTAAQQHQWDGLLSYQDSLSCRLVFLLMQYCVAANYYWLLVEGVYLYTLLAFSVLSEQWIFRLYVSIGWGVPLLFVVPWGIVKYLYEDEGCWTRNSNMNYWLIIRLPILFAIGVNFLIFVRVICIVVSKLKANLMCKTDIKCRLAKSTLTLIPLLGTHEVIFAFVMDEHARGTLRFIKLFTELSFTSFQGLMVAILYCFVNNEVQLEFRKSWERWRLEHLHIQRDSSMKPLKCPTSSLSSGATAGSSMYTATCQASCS
# HT1080 IDH1KD tx – toxicity to HT-1080 IDH1 knockdown cells (counter line). HT-1080 IDH1 knockdown viability, ATP luminescence, 48 h. hit rate 2% among 360,000. Potency, µM (top dose mostly 46.1 µM), inactives show at the highest dose activity, negative = toxicity, actives largely listed as cytotoxic;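 further: potency means the concentration at half of the fitted maximal effect; 0% = DMSO wells and -100% = cell-free medium wells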
#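 CellTiter-Glo luminescence after 48 h compound exposure at 37 degrees C of IDH1-knockdown HT-1080 cells in 5% FBS RPMI. %Activity scaled between DMSO wells and cell-free media wells, with curves fitted and assigned curve classes.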
# SW480 rerep – DNA re-replication induction in SW480 cells; SW480 DNA re-replication, Hoechst DNA content imaging, 48 h; Potency, µM (titrated, usually from 46.1 µM), for inactives: at the top dose re-replication activation, usual class: activators; hit rate 1.8% among 340,000; further: potency means the concentration at half of the fitted maximal effect; % of control where 0% means no effect; nearly all actives have a fitted effect of over 55% in size
#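 Cells (250 per well) received 23 nL compound or DMSO by pin tool and were kept 48 hr at 37 C, 5% CO2. Nuclei were then stained with Hoechst for 40 min and scanned for DNA content.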
# KB-3-1 cytotox – kills parental KB-3-1 adenocarcinoma cells; Potency, µM (doses to about 46.1 µM), for inactives: top-dose activity change, negative = cytotoxic, most hits filed as cytotoxic; hit rate 1.4% among 400,000; AID 1347075; KB-3-1 viability, CellTiter-Glo ATP luminescence, 72 h; further: potency means the concentration at half of the fitted maximal effect; on the % scale 0 is the no-effect control and ±100 the full control effect; nearly all actives have a fitted effect of over 60% in size
#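 Viability of parental KB-3-1 cells, measured by CellTiter-Glo luminescence, followed a 72 h incubation at 37 °C with pinned compounds in phenol-red-free DMEM containing 10% FBS.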
# HT1080NT lethal – kills 2HG-producing HT-1080-NT fibrosarcoma cells. hit rate 1.6% among 360,000. AID 686970. HT-1080-NT fibrosarcoma viability, CellTiter-Glo ATP luminescence, 48 h. Potency, µM (doses to about 46.1 µM), for the others: at the highest dose activity, negative = less viability, hits mostly cytotoxic;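 further: NT is the 2HG producing partner of a matched IDH1 knockdown line; potency means the concentration at half of the fitted maximal effect; 0% = DMSO-treated cells and -100% = media-only wells without cells; nearly all actives have a fitted effect of over 55% in size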
#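 HT-1080-NT fibrosarcoma cells (2HG-overproducing), 750 cells/well in RPMI with 5% FBS, dosed after 2 h and incubated 48 h at 37C. CellTiter-Glo luminescence normalized to DMSO and no-cell wells; concentration-response curves fitted and classed.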
# Starred values were filed as active, the others as inactive; ? = inconclusive; / = no result given; [ ] = remark or other dose. Unless noted, the call rests on the fitted dose curve; in most records, active means well fitted curve in the direction sought with a large enough effect; inconclusive means small, poorly fitted or top-dose-only effect, or another doubt; inactive means no such curve, though single readings can be large; an effect the other way counts as inactive or inconclusive.
SMILES,DRD3 antagonist,IL-1B inflam inh,DRD3 agonist,KB-V1 cytotox,GLP-1R agonist,HT1080 IDH1KD tx,SW480 rerep,KB-3-1 cytotox,HT1080NT lethal
N=C1C(=O)OCC1c1cc(Cl)ccc1NC(=O)Nc1ccccc1 (stereo not given),19,-8,2,-1%,-7%,2%,-18%,-7%,4%
c1ccc(Cn2cc(-c3ccccc3)cn2)cc1,-9,-12,-3,3%,4%,0%,-14%,5%,0%
CC1CN(C(=O)c2c(Br)cnn2C)CC(C)O1 (stereo not given),-12,-4,-8,12%,-1%,11%,4%,-4%,7%
O=C(NC1CCN(C(=O)Nc2ccccc2Cl)CC1)c1ccccc1,-6,4,-2,0%,10%,2%,-8%,0%,-2%
C=CCOc1ccc(/C=C/C(=O)OCC(=O)NCC2CCCO2)cc1 (stereo not given),4,10,11,-2%,10%,-1%,-3%,-1%,3%
CC(C=CC(O)=C1C(=O)CNC1=O)=C[C@@H](C)C1OC2(C)OC(C(=O)C3O[C@@]32C)C1C (stereo not given in full),-5,27,-2,-23%,-4%,-1%,/,?,0%
CCOc1ccc(C(=O)N/N=C/c2cccc3cccnc23)cc1,-17,163,-10,0%,5%,?,?,-18%,?
O=C(Oc1ccccc1C(=O)Nc1ccccc1)c1ccccc1Br,-19,?,-4,16µM*,0%,7.3µM*,15µM*,12µM*,?
COC(=O)c1cc(OC)c(OC)cc1NC(=O)c1c(-c2ccccc2Cl)noc1C,39,7,44*,3.3µM*,-3%,2%,?,?,2%
O=C(CCn1c(SCC(=O)c2ccccc2)nc2ccccc2c1=O)NCc1ccc(F)cc1,23,-1,-2,7.3µM*,-2%,-6%,1%,0%,-6%

# Next section (2 carried over from the part before).
SMILES,DRD3 antagonist,IL-1B inflam inh,DRD3 agonist,KB-V1 cytotox,GLP-1R agonist,HT1080 IDH1KD tx,SW480 rerep,KB-3-1 cytotox,HT1080NT lethal
COC(=O)c1cc(OC)c(OC)cc1NC(=O)c1c(-c2ccccc2Cl)noc1C,39,7,44*,3.3µM*,-3%,2%,?,?,2%
O=C(CCn1c(SCC(=O)c2ccccc2)nc2ccccc2c1=O)NCc1ccc(F)cc1,23,-1,-2,7.3µM*,-2%,-6%,1%,0%,-6%
COC(=O)CNC(=O)CNC(=O)Nc1ccccc1,14,-6,1,0%,4%,1%,-8%,7%,-3%
COc1cc(C(C)=O)ccc1Oc1ncnc2c1cnn2-c1ccc(F)cc1,7,-12,7,-5%,1%,6%,-11%,-18%,6%
COc1ccccc1C(=O)NC(=O)COC(=O)C1CC1C (stereo not given),?,2,-2,-5%,9%,-1%,0%,-1%,-7%
COc1ccc2[nH]c(=O)c(CNc3ccccc3C)cc2c1,-10,40,-13,-14%,19%,1%,-65%[inhibitor],-6%,-7%
Oc1ccc2ccccc2c1C1Nc2cccc3cccc(c23)N1,-14,-4,-2,?,-1%,-21%,9%,-14%,-12%
Cc1ccc(CNCCC2=CCCCC2)cc1,-67*,-69*,-50,?,-1%,?,?,?,-2%[9.24 µM]
Cc1ccc(N(CC(=O)N2CCN(C3CCCCC3)CC2)S(=O)(=O)c2cccnc2)cc1,-11,42,-5,?,5%,1%,-5%,16%,3%
CCOC(=O)C(=NC(C)C)NNc1cc(Cl)ccc1Cl,6,49,-5,-5%,-6%,1%,-9%,-14%,11%
CC(C)c1ccc(C(=O)CC2(O)C(=O)N(CCc3ccccc3)c3ccc(Cl)cc32)cc1 (stereo not given),/,/,2,?,-13%,/,/,?,/
Cc1cc(C(=O)COc2ccc(F)cc2Br)c(C)n1C,0,?,3,-6%,6%,0%,-12%[1.84 µM],0%,5%
Cc1c2cnn(CC(=O)NCCCN3CC(C)CC(C)C3)c(=O)c2c(C)n1Cc1ccc(Cl)cc1 (stereo not given),-29,-23,-13,?,4%,?,?,-5%,23µM*
O=C(O)c1cc(Cl)c2c(c1)OCO2,13,3,3,-4%,-7%,2%,-27%,-12%,-5%
CC1=C/C(=C\c2ccc3c(c2)OCO3)C(=O)S1,12,-10,1,?,-2%,2%,-1%,21%,4%
CC1(C)CC(NC(=O)c2cc(S(=O)(=O)N3CCCCC3)ccc2Cl)CC(C)(C)N1,5,3,-1,1%,1%,10%,0%,6%,4%
CN(C)C(=O)c1ccc(NC(=O)CN2CCc3cc4c(cc3C2)OCCCO4)cc1,8,27,-1,-6%,-1%,-2%,33%,1%,-2%
Cc1ccc(C(=O)NNC(=O)CCC(=O)NCc2ccccc2)cc1Br,0,?,0,?,3%,3%,-2%,3%,0%
COc1ccc2oc(=O)c(NC(=O)C3CCCCC3)cc2c1,32,15,22,10%,-16%,-3%,-4%,3%,22%
OC(c1ccccc1)C(Nc1ccccn1)c1ccccc1 (stereo not given),-14,0,4,4%,-1%,0%,-4%,3%,-2%
Cc1ccc(C2(SCC(N)C(=O)O)c3ccccc3-c3ccccc32)cc1 (stereo not given),16,2,7,-19%,-2%,19%,-3%,12%,16%
COc1ccc(C)cc1S(=O)(=O)NCC(c1ccc2c(c1)OCO2)N1CCN(C)CC1 (stereo not given),26,-22,3,16%,0%,12%,2%,-4%,3%

# Filtered by structure: the entries above containing an aryl methoxy group
SMILES,DRD3 antagonist,IL-1B inflam inh,DRD3 agonist,KB-V1 cytotox,GLP-1R agonist,HT1080 IDH1KD tx,SW480 rerep,KB-3-1 cytotox,HT1080NT lethal
COC(=O)c1cc(OC)c(OC)cc1NC(=O)c1c(-c2ccccc2Cl)noc1C,39,7,44*,3.3µM*,-3%,2%,?,?,2%
COc1cc(C(C)=O)ccc1Oc1ncnc2c1cnn2-c1ccc(F)cc1,7,-12,7,-5%,1%,6%,-11%,-18%,6%
COc1ccccc1C(=O)NC(=O)COC(=O)C1CC1C (stereo not given),?,2,-2,-5%,9%,-1%,0%,-1%,-7%
COc1ccc2[nH]c(=O)c(CNc3ccccc3C)cc2c1,-10,40,-13,-14%,19%,1%,-65%[inhibitor],-6%,-7%
COc1ccc2oc(=O)c(NC(=O)C3CCCCC3)cc2c1,32,15,22,10%,-16%,-3%,-4%,3%,22%
COc1ccc(C)cc1S(=O)(=O)NCC(c1ccc2c(c1)OCO2)N1CCN(C)CC1 (stereo not given),26,-22,3,16%,0%,12%,2%,-4%,3%

# Other structures:
SMILES,DRD3 antagonist,IL-1B inflam inh,DRD3 agonist,KB-V1 cytotox,GLP-1R agonist,HT1080 IDH1KD tx,SW480 rerep,KB-3-1 cytotox,HT1080NT lethal
Cc1ccc2sc(N(CCCN(C)C)C(=O)c3nc4ccccc4s3)nc2c1C,5,-29,-7,?,-3%,21µM*,?,?,?
Cc1ccc2oc(=O)c3cnn(CC(=O)N(Cc4ccco4)C4CCCCC4)c3c2c1,12,8,6,-4%,-3%,4%,1%,11%,26%
CCn1c(SCC(=O)NCCOc2ccccc2)nc2ccccc2c1=O,0,12,7,-9%,1%,0%,1%,-9%,6%
CCCCN(CC)C(=O)Cc1c(C(=O)O)[nH]c2ccc(Cl)cc12,0,21,0,-9%,9%,-1%[9.24 µM],5%,-11%,-3%
CCCCN(C)C(=O)c1c[nH]c2ccc(S(=O)(=O)N3CCOCC3)cc2c1=O,9,4,3,?,-1%,7%,-12%,0%,1%
O=C(Cc1n[nH]c(=O)c2ccccc12)N/N=C/c1cc2c(cc1Cl)OCO2,11,-13,-7,-3%,4%,-2%,?,-4%,2%
CC1CCN(C(=O)c2cc(Cl)ccc2NC(=O)c2ccco2)CC1,1,3,2,?,2%,4%,-3%,-2%,8%
O=Cc1cccc(OCc2cn(CC(=O)c3ccc(O)cc3)nn2)c1,-53*,11,-12,21%,-5%,0%,/,11%,3%
O=C(CCC(=O)NNC(=O)c1ccc([N+](=O)[O-])cc1)NCc1ccccc1,-6,-11,0,-19%,2%,-20%,2%,-4%,-3%
CCCOc1ccc(C2c3c(oc4ccccc4c3=O)C(=O)N2CCN(CC)CC)cc1OC (stereo not given),0,-19,-26,-5%,1%,-4%,1%,-3%,6%

# An excerpt from above, limited to KB-3-1 cytotox, IL-1B inflam inh and DRD3 antagonist.
compound	KB-3-1 cytotox	IL-1B inflam inh	DRD3 antagonist
CCCCN(CC)C(=O)Cc1c(C(=O)O)[nH]c2ccc(Cl)cc12	-11%	21	0
O=Cc1cccc(OCc2cn(CC(=O)c3ccc(O)cc3)nn2)c1	11%	11	-53*

# Remaining list, next part:
SMILES,DRD3 antagonist,IL-1B inflam inh,DRD3 agonist,KB-V1 cytotox,GLP-1R agonist,HT1080 IDH1KD tx,SW480 rerep,KB-3-1 cytotox,HT1080NT lethal
O=C(Nc1ccccc1)Nc1nc(-c2ccc(Cl)cc2)cs1,16,-16,3,15%,-16%,?,-7%,13%,19%
Cc1ccc(NC(=O)C2CCN(S(C)(=O)=O)CC2)cc1Cl,-22,-61*,-10,-9%,-2%,-4%,?,-2%,-15%
CCc1ccc(-c2cc(C(=O)O)c3ccccc3n2)s1,0,26,-1,2%,-6%,-11%,?,-22%,-19%
CCN(CC)c1ccc(NC(=S)NC(=O)Cc2ccccc2)cc1,?,0,-8,-8%,17%,0%,-5%,0%,-2%

# No enrichment for hits; about 12% have a hit in one of these screens.
